TrxR1 substrate – rat thioredoxin reductase 1 substrate activity; 0.01% of 390,000 active; purified TrxR1 substrate turnover, NADPH consumption readout; AID 588456; O89049; Potency, µM (doses to about 114 µM), for inactives: at the highest dose activity change, negative = substrate turnover; further: potency means the concentration at half of the fitted maximal effect; on the % scale 0 is the no-effect control and ±100 the full control effect; nearly all actives have a fitted effect of over 50% in size
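Rat TrxR1, dispensed at 90 nM, was prereduced with 400 uM NADPH (final) for 5 min at ~22 deg C, then incubated with compound 15 min before 400 uM selenite. A first-read NADPH fluorescence drop versus no-compound background flagged substrates.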
Glioma ERSR ind – inducers of ER stress response in human glioma cells | Potency, µM, for the others: top-dose activation, actives largely listed as activators | 0.02% of 420,000 active | U87-MG GRP78 promoter luciferase reporter, 16 h; further: potency means the concentration at half of the fitted maximal effect; series mostly up to about 76 µM; % of control where 0% means no effect; nearly all actives have a fitted effect of over 35% in size
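Stably transfected U87-MG glioma cells carrying a GRP78-based luciferase sensor; 16 h compound incubation. Luminescence end-point read 10 min after Bright-Glo addition at room temperature.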
PI4K2A block – inhibitors of human PI4K2A; Q9BTU6; purified PI4K2A, ADP-Glo luminescence, 1 h; hits give low values; activity change, negative = inhibition, % at 76.9 µM; 0.13% of 420,000 active; in the data active means activity change below about -50%; inconclusive means mostly about -30% to -49%;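 further: -100% = wells without enzyme as full effect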
Target sequence (Q9BTU6 whole entry, looked up): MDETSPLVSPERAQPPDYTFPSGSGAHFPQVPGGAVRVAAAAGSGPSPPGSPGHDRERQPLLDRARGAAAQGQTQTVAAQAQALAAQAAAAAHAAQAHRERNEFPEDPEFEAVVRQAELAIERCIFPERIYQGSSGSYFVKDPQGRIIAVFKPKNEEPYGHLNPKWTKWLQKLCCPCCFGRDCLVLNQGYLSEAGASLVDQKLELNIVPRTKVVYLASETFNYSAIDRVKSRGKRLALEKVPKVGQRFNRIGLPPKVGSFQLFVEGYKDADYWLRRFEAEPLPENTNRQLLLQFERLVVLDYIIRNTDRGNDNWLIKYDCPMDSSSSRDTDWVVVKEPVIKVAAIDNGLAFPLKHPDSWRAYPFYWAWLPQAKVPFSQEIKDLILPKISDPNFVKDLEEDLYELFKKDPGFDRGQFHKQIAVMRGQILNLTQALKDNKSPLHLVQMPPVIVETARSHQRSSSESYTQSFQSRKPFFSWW
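PI4K2A activity was measured by ADP-Glo luminescence: enzyme (4 ug/mL stock) and phosphatidylinositol (1.2 mM stock) in Tris pH 7.5/MgCl2/EGTA/Triton X-100 buffer were reacted with ATP (300 microM stock) for one hour at ambient temperature.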
Vif-A3G inh – blocks the Vif interaction with human APOBEC3G | HeLa A3G-eYFP + Vif (tagged APOBEC3G with the HIV-1 protein that degrades it), YFP fluorescence, overnight | Potency, µM (doses to about 46.1 µM), inactives show at the top dose activity, negative = active, most hits filed as inhibitors | 0.076% of 410,000 active | AID 602310;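 further: potency means the concentration at half of the fitted maximal effect; on the % scale 0 is the no-effect control and ±100 the full control effect; nearly all actives have a fitted effect of over 60% in size; hits raise eYFP signal because A3G escapes Vif-driven loss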
Target sequence (Q9HC16 whole entry, looked up): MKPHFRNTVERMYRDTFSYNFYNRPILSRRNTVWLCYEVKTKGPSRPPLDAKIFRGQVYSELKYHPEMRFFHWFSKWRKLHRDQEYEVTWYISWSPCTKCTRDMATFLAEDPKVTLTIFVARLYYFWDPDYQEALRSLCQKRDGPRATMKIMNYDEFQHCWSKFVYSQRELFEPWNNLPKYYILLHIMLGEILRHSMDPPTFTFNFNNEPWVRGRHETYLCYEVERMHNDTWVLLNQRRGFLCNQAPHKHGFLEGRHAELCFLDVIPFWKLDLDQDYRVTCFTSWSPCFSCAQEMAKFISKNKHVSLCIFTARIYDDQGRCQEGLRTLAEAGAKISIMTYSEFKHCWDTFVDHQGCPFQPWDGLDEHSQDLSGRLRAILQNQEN
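HeLa cells stably expressing Vif and C-terminally eYFP-tagged A3G, seeded overnight at 37 deg C, then exposed to compound by pintool overnight at 37 deg C. Rise in yellow fluorescence (Ex 488/Em 500-530, Acumen) marks blocked Vif-driven A3G degradation.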
mIDH1 inhibitor – blocks human mutant IDH1 R132H enzyme. O75874. IDH1-R132H enzyme, NADPH consumption, diaphorase/resazurin fluorescence. Potency, µM (series often up to 76.6 µM), without a hit: top-dose activity change, negative = inhibition, actives largely listed as inhibitors. 0.093% of 390,000 active; further: potency means the concentration at half of the fitted maximal effect; on the % scale 0 is the no-effect control and ±100 the full control effect; nearly all actives have a fitted effect of over 65% in size
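IDH1-R132H (0.5 ug/mL) preincubated 30 min with compound, then NADPH (0.016 mM) and alpha-KG (2 mM) added; 80 min at RT, pH 7.5. Remaining NADPH coupled via diaphorase/resazurin to fluorescence (540/590 nm); concentration-response curves normalized to no-enzyme control.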
USP1 inh – USP1/UAF1 (human) deubiquitinase inhibition | O94782 | recombinant USP1/UAF1, Ub-Rhodamine cleavage fluorescence | Potency, µM (highest dose often 57.1 µM), for inactives: at the highest dose activity change, negative = inhibition, actives largely listed as inhibitors | 0.23% of 390,000 active | AID 743255; further: potency means the concentration at half of the fitted maximal effect; on the % scale 0 is the no-effect control and ±100 the full control effect; nearly all actives have a fitted effect of over 60% in size; inactives centre near -12
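High-throughput fluorogenic screen: 1nM USP1/UAF1 complex, Ub-Rho substrate 150nM final, 50mM HEPES pH 7.8 with 0.5mM EDTA, 0.1 mg/ml BSA, 1mM TCEP and 0.01% Tween-20.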
RXFP1 agonist – agonists of human relaxin receptor RXFP1. AID 2676. 0.3% of 370,000 active. Potency, µM (top dose mostly 57.5 µM), for the others: at the highest dose activation, usual class: activators. HEK293T-RXFP1 cAMP TR-FRET, 30 min; response scale: percent of porcine relaxin response, buffer zero. Q9HBX9; further: potency means the concentration at half of the fitted maximal effect; on the % scale 0 is the no-effect control and ±100 the full control effect; nearly all actives have a fitted effect of over 60% in size; many of its hits are not listed in these tables
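HEK293 cells stably expressing RXFP1, treated 30 min at 37C with compounds plus PDE4 inhibitor Ro 20174; cAMP measured by HTRF TR-FRET. Normalized to buffer and 29 nM porcine relaxin; EC50 by Hill fit.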
LDHA inh – blocks human lactate dehydrogenase A; activity change, % (values are at about 110 or 230 µM); purified LDHA, NADH/diaphorase-resazurin fluorescence; hits give low values; AID 1347041; 0.15% of 480,000 active; in the data active means activity change below about -30%; inconclusive means mostly about -25% to -30%;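 further: plate controls were DMSO wells for no effect and wells without enzyme for full effect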
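Remaining NADH was detected by diaphorase (0.133 mg/mL) converting 37 µM resazurin to fluorescent resorufin, read at 0 and 20 minutes. The preceding 5-minute room-temperature reaction used 2 nM LDHA, 0.2 mM sodium pyruvate and 0.06 mM NADH at pH 7.4.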
Vif-A3F inh – blocks the Vif interaction with APOBEC3F. Potency, µM (highest dose often 46.1 µM), for the others: top-dose activity, negative = active. HeLa A3F-eYFP + Vif (tagged APOBEC3F with the HIV-1 protein that degrades it), YFP fluorescence increase. 0.2% of 390,000 active. AID 602313; further: potency means the concentration at half of the fitted maximal effect; % of control where 0% means no effect; nearly all actives have a fitted effect of over 65% in size
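HeLa cells stably expressing A3F-eYFP plus Vif, plated and incubated overnight at 37 deg C, then exposed to compounds overnight at 37 deg C. Blocked degradation read as raised yellow fluorescence (Ex 488/Em 500-530).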
Numbers without * were called inactive; ? = inconclusive; . = no result given; & = joins results of further samples; [ ] = another dose, or the depositor's remark. Unless noted, the call rests on the fitted dose curve; in most records, active means well fitted curve in the direction sought with a large enough effect; inconclusive means small, poorly fitted or top-dose-only effect, or another doubt; inactive means no such curve, though single readings can be large; an effect the other way counts as inactive or inconclusive.

Molecule	RXFP1 agonist	PI4K2A block	TrxR1 substrate	mIDH1 inhibitor	Vif-A3G inh	Glioma ERSR ind	LDHA inh	USP1 inh	Vif-A3F inh
CC(C)N1C(=O)S/C(=C/c2cccnc2)C1=O	1.3%	4.5	-9.3%	-0.8%	0.9%	1.7%	-1.5	-16.8%	2.4%
COc1nc(N/N=C/c2ccc(-c3ccccc3[N+](=O)[O-])o2)nc(N2CCOCC2)n1	6.3%	5.1	-14.6%	1.9%	-8.2%	4.4%	25.3	-26.6%	-0.4%
CC(=O)Nc1ccc(NC(=O)C2CCCN2C(=O)Nc2ccc(F)cc2)cc1 (configuration not stated)	1.2%	-3.4	-1.6%	0.0%	1.1%	-3.2%	0.5	-5.4%	-13.7%
Nc1c(S(=O)(=O)c2ccccc2)c2nc3ccccc3nc2n1/N=C/c1cccc(O)c1	1.9%	-10.0	9.6%[57.1 µM]	6.9%	-6.5%	-10.0%	-1.6	-26.3%	2.6%
Cc1ccc(NC(=S)NCc2ccco2)c(C)c1	5.8%	-7.5	7.9%[57.1 µM]	13.2%	0.3%	-9.0%	-10.3	-3.9%	4.7%
CN(Cc1ccccc1)C(=O)c1nc[nH]c1C(=O)N1CCN(C(=O)OC(C)(C)C)CC1	-0.3%	-0.8	5.9%	6.6%	2.0%	-1.3%	-7.6	-26.6%	0.5%
Fc1cccc(CN2CCCCCCC2)c1	2.0%	4.9	11.9%	0.5%	-0.3%	-3.7%	-22.3	-3.6%	10.9%
COc1ccc(/C=C/C(=O)Nc2ccc(OC)cc2[N+](=O)[O-])cc1	3.0%	0.5	-17.4%	1.2%	-28.3%	-4.9%	-4.5	2.2%	?
COc1ccc(-n2c(SC)nnc2-c2c[nH]c3ccccc23)cc1	0.2%	0.7	3.5%[57.1 µM]	7.1%	3.6%	-1.8%	-2.1	-7.8%	-8.5%
CCOc1ccc(-c2ccc(SCC(=O)Nc3nnc(CC)s3)nn2)cc1	9.8%	-2.3	-0.6%[57.1 µM]	-11.4%	0.9%	5.5%	-8.0	-11.5%	-7.4%
CCNC(=O)CSc1nc2cc(S(=O)(=O)Nc3ccc(OC)cc3)ccc2o1	-1.0%	8.9	0.1%	-18.5%	-1.4%	-0.8%	-7.1	-14.4%	0.3%
COc1cc(C(=S)N2CCOCC2)cc(OC)c1OC(=O)c1ccc(C)cc1	2.1%	-1.6	-5.2%	2.8%	2.5%	7.6%	-5.4	-1.5%	1.0%
NS(=O)(=O)c1ccc(CCNc2nc3c(-c4cccc(F)c4)nnn3c3ccc(Cl)cc23)cc1	?	-2.9	10.0%	-1.6%	?	3.7%	-1.8	?	?
CNCCCOc1ccc(C)cc1OC	1.0%	-12.9	0.7%	14.2%	1.9%	-1.7%	-9.8	?	-13.1%
O=C(NCCc1c[nH]c2ccccc12)C(=O)NCC1OCCCN1S(=O)(=O)c1ccc(F)cc1 (configuration not stated)	3.7%	-1.4	-9.4%	2.5%	-5.5%	-2.3%	-4.3	-6.4%	-10.6%
COc1cc2c(cc1OC)C1=CC(=O)C(=O)N1C(C)(C)C2	1.4%	-5.2	2.4%[57.1 µM]	-6.8%	7.08µM*	-4.1%	4.5	-22.1%	?
CCCN(CCC)C(=O)CSc1nc2sc3c(c2c(=O)n1-c1ccccc1)CCN(C(C)=O)C3	4.2%	-4.8	12.9%	.	.	.	0.5	13.8%	.
CC(c1cccs1)N(Cc1ccco1)C(=S)Nc1ccccc1Cl (configuration not stated)	5.5%	-0.2	8.7%	13.5%	-0.4%	-3.2%	0.3	-16.7%	-4.2%
CCC(O)(CC)C(=O)NN(C(=O)Nc1csc2c1CCCC2)c1ccccc1	2.1%	1.4	-2.8%	-3.6%	-4.9%	-4.6%	-10.3	-19.9%	5.0%
O=C(Cn1cnc2c(nnn2-c2cccc(F)c2)c1=O)Nc1ccc2c(c1)OCCO2	0.1%	-3.1	-6.4%	8.7%	-0.5%	-4.3%	-11.5	-3.2%	-3.8%
C[C@@H]1CN([C@H](C)CO)C(=O)c2cc(NC(=O)Nc3ccc4c(c3)OCO4)ccc2O[C@H]1CN(C)Cc1ccncc1	.	-2.8	-8.8%	4.0%	-1.9%	-2.3%	6.9	-19.8%	-5.2%
CCOC(=O)C1CCCN(C(=O)c2ccc3nc(-c4ccc(OC)c(OC)c4)c(-c4ccc(OC)c(OC)c4)nc3c2)C1 (configuration not stated)	5.4%	-0.7	-10.1%	3.9%	-10.4%	-3.6%	1.3	-14.7%	?
O=C1Oc2ccccc2C(=O)/C1=C/c1ccccc1O	25.0%	-11.6	5.0%[57.1 µM]	7.9%	?	-7.3%	-2.3	-16.9%	4.2%
CC1=NN(C(=O)c2ccc(Cn3cc(Br)c([N+](=O)[O-])n3)o2)C(O)(C(F)(F)F)C1 (configuration not stated)	-0.2%	2.5	-15.5%	1.1%	2.2%	-2.8%	-0.2	-15.2%	-4.6%
C/C(CCc1ccco1)=N\NC(=O)CNc1cccc2ccccc12	1.5%	-1.7	109.9%[activator]	11.5%	-7.8%	-5.1%	7.2	-15.1%	-13.5%

Looked up by structure from above (two):
Molecule	RXFP1 agonist	PI4K2A block	TrxR1 substrate	mIDH1 inhibitor	Vif-A3G inh	Glioma ERSR ind	LDHA inh	USP1 inh	Vif-A3F inh
CC(=O)Nc1ccc(NC(=O)C2CCCN2C(=O)Nc2ccc(F)cc2)cc1 (configuration not stated)	1.2%	-3.4	-1.6%	0.0%	1.1%	-3.2%	0.5	-5.4%	-13.7%
O=C(Cn1cnc2c(nnn2-c2cccc(F)c2)c1=O)Nc1ccc2c(c1)OCCO2	0.1%	-3.1	-6.4%	8.7%	-0.5%	-4.3%	-11.5	-3.2%	-3.8%

(continued)
Molecule	RXFP1 agonist	PI4K2A block	TrxR1 substrate	mIDH1 inhibitor	Vif-A3G inh	Glioma ERSR ind	LDHA inh	USP1 inh	Vif-A3F inh
Cc1ccc(NC(=O)Cc2nnc(N)s2)cc1	-1.1%	-18.2	6.2%	8.1%	-1.0%	-1.0%	-3.1	-19.7%	8.5%
COC1(OC)C(/C=C/c2ccc(C)cc2)C(C#N)(C#N)C1(OC)OC (configuration not stated)	.	2.7	-4.8%[57.1 µM]	-3.3%	-27.9%	-12.2%	3.0	-5.7%	2.0%
C(=N\Nc1nc2ccccc2[nH]1)/c1c[nH]c2ccccc12	0.0%	-1.3	7.0%[57.1 µM]	3.4%	2.4%	?	-2.0	-23.2%	-8.3%
CCn1c(CCl)nc2cc(S(=O)(=O)N3CCOCC3)ccc21	.	-3.8	19.2%[57.1 µM]	17.0%	-1.8%	2.3%	0.1	-4.5%	7.2%
Cn1cnnc1SCC(=O)n1c2ccccc2c2ccccc21	1.0%	1.7	8.1%	-3.5%	1.1%	-4.0%	-5.3	-18.0%	-15.1%
O=C(CCCCCn1c(=S)[nH]c2cc3c(cc2c1=O)OCO3)N1CCN(C(=O)c2ccco2)CC1	?	-8.9	-12.2%	0.0%	-0.1%	-3.0%	-5.0	-15.4%	2.6%
N#Cc1cc(O)c(-n2nnc3ccccc32)cc1C#N	-1.0%	-0.4	-0.9%	0.7%	-6.7%	-4.1%	10.1	-12.4%	3.9%
COc1ccc2nc(NC(=O)CN3CCOCC3)sc2c1	0.4%	-4.1	-9.8%	5.3%	-1.2%	-2.8%	-3.4	-4.0%	-1.2%
O=C(Cc1ccc([N+](=O)[O-])cc1)N1CCN=C1SCc1ccccc1	0.5%	6.0	10.6%[57.1 µM]	5.6%	-0.4%	-5.0%	-3.2	-1.7%	-0.9%
COc1ccc(Cc2nnc(SCC(=O)NCCc3ccccc3)o2)cc1	1.7%	-3.6	3.0%	4.7%	-1.7%	-1.6%	-1.5	-20.4%	2.3%
COc1ccc(C(=O)CN2C3=NCCCN3c3ccccc32)cc1OC	1.3%	-0.2	-9.4%	4.8%	1.2%	-4.3%	1.0	2.2%	-1.2%
O=c1c2cc(N3CCOCC3)ccc2[nH]c(=S)n1CCc1ccccc1	4.9%	4.8	-3.0%[57.1 µM]	2.5%	-6.2%	0.8%	3.6	-11.5%	-5.5%
COc1ccc(-c2cc(C)no2)cc1S(=O)(=O)N1CCOc2ccccc21	5.2%&22.1%	-4.9&-1.8	0.9%	9.7%&10.5%	-3.7%&3.6%	-3.2%&-1.5%	-2.1&0.8	-25.9%&-25.0%	?
Cc1ccc(CONC(=O)c2ccc(C)cc2)cc1	1.6%	-4.9	2.5%	-6.6%	-10.0%	-7.3%	-14.0	-22.6%	-0.3%
COCc1ccc(C(=O)N(C)CC2CCCN(CCc3ccc(OC)cc3)C2)o1 (configuration not stated)	-2.3%	-0.3	2.0%	-6.5%	-1.5%	-1.0%	-1.8	-6.5%	-3.0%

A portion of the library; count on the stated rates, not on these rows.
